T cruzi growth – T. cruzi intracellular proliferation inhibitors, primary screen, cell-based, beta-gal Tulahuen parasites, NIH3T3 host, luminescence; actives 5.9% (n = 77,000); T. cruzi beta-gal in NIH3T3, GalScreen luminescence, 90 h; inhibition, % at 8.34 µM; AID 624255, 2012;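 active = mean inhibition above about 93%, with at least 55% of replicates each passing it, limit read from the data, passing the limit was not always enough; inconclusive = only one of those two conditions holds; inactive = neither condition holds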
C diff HTS – C. difficile growth inhibitors, primary screen, HTS; AID 1259249, 2017; growth activity, negative = inhibition, % at 16 µg/mL (by protocol); actives 0.25% (n = 86,000); Clostridium difficile clinical isolate growth, OD600, 24 h; active compounds read low;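 active = mean growth activity at or below -80% and every replicate also at or below -80%; inconclusive = mean at or below -80% but some replicate above -80%; inactive = mean growth activity above -80%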;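 note: 0% = DMSO wells and -100% = levofloxacin 16 µg/mL wells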
Pf Dd2 growth – P. falciparum Dd2 growth inhibitors, primary screen, SYBR Green fluorescence, single dose replicates. 72 h; active compounds read low. activity change, % at 10 µM. actives 2.3% (n = 94,000). AID 1159554, 2015; in the data active = activity change below about -80%; inconclusive = no clear call, values can overlap the other calls
GASC1 inh – inhibitors of GASC-1 (KDM4C) histone demethylase, primary screen, biochemical, single concentration HTS; Lysine-specific demethylase 4C (Homo sapiens), Q9H3R0; GST-KDM4C 2-372, H3K9me3 peptide, LANCE TR-FRET; AID 720574, 2013; inhibition, % at 12.5 µM; actives 0.15% (n = 96,000);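 active = mean replicate inhibition above about 25%, with at least 55% of replicates also reaching it, limit read from the data, passing the limit was not always enough; inconclusive = only one of those two conditions met; inactive = neither condition met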
Target sequence (Q9H3R0 2-372 limits assumed): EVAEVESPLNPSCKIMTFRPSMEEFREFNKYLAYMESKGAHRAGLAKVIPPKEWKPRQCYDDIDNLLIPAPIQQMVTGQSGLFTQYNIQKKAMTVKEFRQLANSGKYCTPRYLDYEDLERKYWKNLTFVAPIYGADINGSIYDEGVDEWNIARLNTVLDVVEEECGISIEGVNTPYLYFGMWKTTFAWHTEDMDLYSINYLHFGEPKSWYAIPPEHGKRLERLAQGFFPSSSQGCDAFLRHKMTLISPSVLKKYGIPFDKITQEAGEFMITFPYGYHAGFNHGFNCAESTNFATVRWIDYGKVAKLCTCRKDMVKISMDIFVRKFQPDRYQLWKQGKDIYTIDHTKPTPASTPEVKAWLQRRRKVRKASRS
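Material: GST-tagged GASC-1 (JMJD2C) catalytic fragment, aa 2-372 / Quantity: enzyme final amount 10 nM / Medium: HEPES buffer, pH 7.5, plus ascorbate / Doses: one test concentration per compound / Incubation: 30 min reaction, 60 min detection, RT / Measured by: LANCE TR-FRET / Read-out: inhibition from TR-FRET ratio decrease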
* = called active by the depositor; ? = inconclusive; nt = not tested or not shown; + = active, no number.

Codes: A = T cruzi growth; B = C diff HTS; C = Pf Dd2 growth; D = GASC1 inh
C[C@@H]1CCCCO[C@@H](CN(C)C(=O)CCCN(C)C)[C@H](C)CN([C@H](C)CO)C(=O)c2cc(NC(=O)Nc3ccccc3)ccc2O1
  A = 10	B = -4	C = 4	D = -0.9

C[C@@H]1CCCCO[C@H](CN(C)S(=O)(=O)c2ccccc2)[C@@H](C)CN([C@@H](C)CO)C(=O)c2cc(NC(=O)c3ccccc3)ccc2O1
  A = 72	B = nt	C = -69	D = 0.2

CC(C)NC(=O)N[C@@H]1CC[C@H](CCn2cc(-c3ccccc3)nn2)O[C@@H]1CO
  A = 3	B = -4	C = -7	D = 0.5

O=C(NCC[C@H]1CC[C@@H](NS(=O)(=O)c2ccc(F)cc2)[C@H](CO)O1)Nc1ccc(F)cc1
  A = nt	B = 3	C = -9	D = -1.1

CO[C@@H]1CN(C)C(=O)c2cc(NC(=O)C3CCCC3)ccc2OC[C@@H](C)N(Cc2ccc(F)cc2)C[C@H]1C
  A = 20	B = 7	C = -43	D = -0.8

C[C@@H]1CCCCO[C@H](CN(C)S(C)(=O)=O)[C@@H](C)CN([C@@H](C)CO)C(=O)c2cc(NC(=O)c3ccncc3)ccc2O1
  A = 26	B = 0	C = -16	D = 2.3

CCC(=O)N1CC2(C1)CN(C(=O)Nc1ccccc1F)[C@@H](CO)c1[nH]c3cc(OC)ccc3c12
  A = nt	B = -3	C = -52	D = 0.4

CCC(=O)N[C@H]1C=C[C@@H](CC(=O)NCc2ccc(OC)cc2)O[C@@H]1CO
  A = 35	B = nt	C = 0	D = -0.2

COc1ccc2c3c([nH]c2c1)[C@@H](CO)N(C(=O)Nc1ccc(F)cc1)CC31CCN(C(=O)Nc2ccc3c(c2)OCO3)CC1
  A = nt	B = -7	C = -17	D = -0.3

C[C@H](NC(=O)C[C@H]1C[C@@H]2c3cc(NC(=O)Nc4ccc(C(F)(F)F)cc4)ccc3O[C@@H]2[C@@H](CO)O1)c1ccccc1
  A = 20	B = 7	C = -16	D = 0.2

O=C(Nc1ccc(F)cc1)N[C@@H]1CC[C@@H](CCn2cc(-c3ccc(F)cc3)nn2)O[C@H]1CO
  A = 8	B = -3	C = -34	D = -1.2

N#C[C@H]1[C@H](c2ccc(C#CC3CCCCC3)cc2)[C@H](CO)N1C(=O)Nc1ccc(F)cc1
  A = nt	B = 53	C = -26	D = 5.2

C[C@H](CO)N1C[C@H](C)[C@H](CN(C)C(=O)Nc2ccc(C(F)(F)F)cc2)Oc2ccc(NC(=O)Nc3ccccc3)cc2C1=O
  A = 26	B = 3	C = -22	D = -1.3

CC(C)CC#Cc1ccc2c(c1)O[C@H](CN(C)Cc1ccc(F)cc1)[C@@H](C)CN([C@@H](C)CO)S2(=O)=O
  A = 101	B = 19	C = -62	D = -3.0

C[C@H](CO)N1C[C@H](C)[C@@H](CN(C)C(=O)Nc2ccc(F)cc2)OCc2cnnn2CCCC1=O
  A = 50	B = nt	C = -7	D = 0.9

COC(=O)[C@H]1[C@H](CO)[C@H]2Cn3c(ccc(-c4ccccc4OC)c3=O)[C@H]2N1CC1CCCC1
  A = +	B = -11	C = nt	D = 5.3

CCS(=O)(=O)Nc1ccc2c(c1)C(=O)N(C)[C@H]1CC[C@@H](CC(=O)OC)O[C@H]1CO2
  A = 5	B = -2	C = -1	D = 0.2

CCC(=O)Nc1ccc2c(c1)C(=O)N(C)C[C@H](OC)[C@H](C)CN(Cc1cccnc1)[C@@H](C)CO2
  A = -6	B = -2	C = 12	D = 0.5

O=C(C[C@H]1CC[C@@H](NC(=O)C2CCC2)[C@H](CO)O1)NCCCN1CCOCC1
  A = nt	B = -2	C = 20	D = 4.8

CN1C(=O)c2cc(NC(=O)C3CC3)ccc2OC[C@H]2O[C@H](CC(=O)O)CC[C@@H]21
  A = nt	B = 8	C = 27	D = 3.7

CCC(=O)N1[C@@H]2Cn3c(ccc(-c4ccccc4)c3=O)[C@H]1[C@@H](C(=O)N1CCCCC1)[C@@H]2CO
  A = -22	B = 2	C = 13	D = 0.7

C[C@H]1CN([C@@H](C)CO)C(=O)Cc2cc(NS(C)(=O)=O)ccc2O[C@@H]1CN(C)CC1CCCCC1
  A = 17	B = -2	C = -19	D = 0.5

COc1ccc(NC(=O)Nc2cccc3c2O[C@@H](CN(C)Cc2ccc(C(=O)Nc4ccccc4N)cc2)[C@H](C)CN([C@@H](C)CO)C3=O)cc1
  A = nt	B = 2	C = ?	D = -0.8

COc1cccc(S(=O)(=O)N(C)C[C@@H]2OCc3cn(nn3)CCCC(=O)N([C@@H](C)CO)C[C@@H]2C)c1
  A = -110	B = -1	C = -8	D = -1.3

C/C=C/c1ccc([C@H]2[C@@H](CO)N3C(=O)CN(S(=O)(=O)c4cccc(F)c4)C[C@@H]23)cc1
  A = nt	B = 0	C = -27	D = -0.7

Cc1cccc(S(=O)(=O)N2[C@@H]3Cn4c(cccc4=O)[C@H]2[C@@H](C(=O)NC2CCC2)[C@@H]3CO)c1
  A = 6	B = 0	C = -7	D = 1.3

C[C@H](CO)N1C[C@H](C)[C@H](CN(C)Cc2ccc(Cl)c(Cl)c2)Oc2ccc(NC(=O)Nc3cccc4ccccc34)cc2C1=O
  A = -4	B = 11	C = 11	D = -1.4

C[C@@H]1CN([C@@H](C)CO)C(=O)c2cc(C#Cc3cccc(F)c3)cnc2O[C@@H]1CN(C)C(=O)C1CCCCC1
  A = 122	B = nt	C = -86*	D = 0.2

CC(C)NC(=O)N1[C@H](CO)[C@@H]2c3ccccc3N(C(=O)Nc3ccc(Cl)cc3)C[C@@H]21
  A = 21	B = -2	C = -8	D = -0.1

CCCC#Cc1ccc([C@@H]2[C@H](CO)N3C(=O)CN(C(=O)NC4CCCC4)C[C@@H]23)cc1
  A = nt	B = 3	C = -3	D = 1.4

More entries
Molecule	T cruzi growth	C diff HTS	Pf Dd2 growth	GASC1 inh
C[C@H](CO)N1C[C@H](C)[C@@H](CN(C)S(C)(=O)=O)Oc2ncc(C#CC3CCCCC3)cc2C1=O	65	-17	-21	0.1
C[C@@H]1CN([C@@H](C)CO)C(=O)CCCn2cc(nn2)CO[C@@H]1CN(C)C(=O)Nc1ccc(C(C)(C)C)cc1	-60	-3	-4	0.6
CN(C)C(=O)c1ccc(-c2ccc([C@@H]3[C@H](CO)N4CCCCN(Cc5ccncc5)C[C@@H]34)cc2)cc1	63	-4	-15	2.3
C[C@@H]1CN([C@@H](C)CO)C(=O)Cc2cc(NC(=O)Nc3ccccc3)ccc2O[C@@H]1CN(C)S(=O)(=O)c1ccc(Cl)cc1	18	18	-37	3.7
C[C@H](CO)N1C[C@H](C)[C@@H](CN(C)Cc2ccc(Oc3ccccc3)cc2)Oc2ccc(NS(=O)(=O)c3cn(C)cn3)cc2C1=O	60	nt	5	-0.6
CCCNC(=O)C[C@H]1C[C@@H]2c3cc(NS(C)(=O)=O)ccc3O[C@@H]2[C@@H](CO)O1	-52	-1	18	-0.3
COc1ccc(S(=O)(=O)N(C)C[C@@H]2OCCCC[C@H](C)Oc3ccc(NC(=O)c4ccccc4)cc3C(=O)N([C@@H](C)CO)C[C@H]2C)cc1	64	21	-84*	-1.3
CO[C@@H]1CN(C)C(=O)c2ccc(NC(=O)c3cc(C)on3)cc2OC[C@@H](C)N(C)C[C@H]1C	nt	-2	-11	-0.2

As a working copy, some entries already given.
Molecule	T cruzi growth	C diff HTS	Pf Dd2 growth	GASC1 inh
C[C@H](CO)N1C[C@H](C)[C@@H](CN(C)S(C)(=O)=O)Oc2ncc(C#CC3CCCCC3)cc2C1=O	65	-17	-21	0.1
C[C@@H]1CN([C@@H](C)CO)C(=O)CCCn2cc(nn2)CO[C@@H]1CN(C)C(=O)Nc1ccc(C(C)(C)C)cc1	-60	-3	-4	0.6
CN(C)C(=O)c1ccc(-c2ccc([C@@H]3[C@H](CO)N4CCCCN(Cc5ccncc5)C[C@@H]34)cc2)cc1	63	-4	-15	2.3
C[C@@H]1CN([C@@H](C)CO)C(=O)Cc2cc(NC(=O)Nc3ccccc3)ccc2O[C@@H]1CN(C)S(=O)(=O)c1ccc(Cl)cc1	18	18	-37	3.7
C[C@H](CO)N1C[C@H](C)[C@@H](CN(C)Cc2ccc(Oc3ccccc3)cc2)Oc2ccc(NS(=O)(=O)c3cn(C)cn3)cc2C1=O	60	nt	5	-0.6
CCCNC(=O)C[C@H]1C[C@@H]2c3cc(NS(C)(=O)=O)ccc3O[C@@H]2[C@@H](CO)O1	-52	-1	18	-0.3
COc1ccc(S(=O)(=O)N(C)C[C@@H]2OCCCC[C@H](C)Oc3ccc(NC(=O)c4ccccc4)cc3C(=O)N([C@@H](C)CO)C[C@H]2C)cc1	64	21	-84*	-1.3
CO[C@@H]1CN(C)C(=O)c2ccc(NC(=O)c3cc(C)on3)cc2OC[C@@H](C)N(C)C[C@H]1C	nt	-2	-11	-0.2

Other entries
Molecule	T cruzi growth	C diff HTS	Pf Dd2 growth	GASC1 inh
C[C@@H]1CN([C@@H](C)CO)C(=O)c2cc(-c3cccc(C(=O)N(C)C)c3)cnc2O[C@H]1CN(C)S(=O)(=O)c1cccc(F)c1	-25	0	-27	-0.6
CO[C@H](CN(C)S(=O)(=O)c1cccc(Cl)c1)[C@@H](C)CN([C@H](C)CO)S(=O)(=O)c1cccc(Cl)c1	118*	nt	-15	0.4
CO[C@@H]1CN(C)C(=O)c2cc(NC(=O)CC(F)(F)F)ccc2OC[C@H](C)N(CC2CC2)C[C@@H]1C	nt	2	32	3.7
CO[C@@H]1CN(C)C(=O)c2cc(NC(=O)c3ccccc3)ccc2OC[C@@H](C)N(C(=O)C2CC2)C[C@@H]1C	-3	nt	11	1.4
O=C(C[C@@H]1C[C@H]2c3cc(NC(=O)CC4CC4)ccc3O[C@H]2[C@H](CO)O1)NCc1ccncc1	14	0	24	2.0
C[C@@H]1CN([C@H](C)CO)C(=O)c2cc(NC(=O)NC3CCCCC3)ccc2O[C@H]1CN(C)S(=O)(=O)c1ccc(F)cc1	8	-4	11	-0.9
O=C(C[C@H]1C[C@H]2c3cc(NC(=O)c4cccnc4)ccc3O[C@H]2[C@H](CO)O1)NCc1cccnc1	69	nt	12	3.2
Cc1ccc(-c2ccc([C@H]3[C@H]4CN(C)CCCCN4[C@H]3CO)cc2)cc1	-54	-3	-28	-0.8
C/C=C/c1cnc2c(c1)C(=O)N([C@H](C)CO)C[C@H](C)[C@H](CN(C)C(=O)NCCC)O2	44	5	37	-0.6
O=C(Cc1ccccn1)N[C@@H]1CC[C@@H](CC(=O)N2CCCCC2)O[C@H]1CO	-60	8	8	1.5
C[C@H](CO)N1C[C@H](C)[C@H](CN(C)Cc2cncnc2)Oc2cc(Br)ccc2S1(=O)=O	8	10	54	nt
CC(C)NC(=O)Nc1ccc2c(c1)C(=O)N([C@@H](C)CO)C[C@H](C)[C@@H](CN(C)S(C)(=O)=O)OCCCC[C@@H](C)O2	-66	nt	25	-0.6
COc1ccc2c3c([nH]c2c1)[C@H](CO)N(C(=O)c1cccc(F)c1)CC31CN(C(C)=O)C1	nt	-10	3	-0.8
C/C=C/c1cnc2c(c1)C(=O)N([C@@H](C)CO)C[C@H](C)[C@H](CN(C)Cc1ccccc1F)O2	nt	-2	5	-1.8
O=C(N[C@@H]1CC[C@H](CCNS(=O)(=O)Cc2ccccc2)O[C@H]1CO)c1cnccn1	-66	nt	10	-1.2
C[C@@H]1CN([C@@H](C)CO)C(=O)c2cc(Br)cnc2O[C@H]1CN(C)C(=O)CN1CCOCC1	0	7	18	-0.9
COc1cccc(CNC(=O)[C@H]2[C@H](CO)[C@H]3Cn4c(cccc4=O)[C@@H]2N3C(=O)C2CCC2)c1	68	-1	9	-0.4
C[C@H](CO)N1C[C@H](C)[C@H](CN(C)Cc2ccncc2)Oc2ccc(NC(=O)Cc3ccccc3)cc2C1=O	16	2	12	1.6
C[C@H](CO)N1C[C@H](C)[C@@H](CN(C)Cc2ccc3c(c2)OCO3)Oc2c(NC(=O)Nc3ccc(C(F)(F)F)cc3)cccc2C1=O	104*	nt	-4	-0.1
C[C@@H]1CN([C@H](C)CO)S(=O)(=O)c2ccc(-c3cccc(F)c3)cc2O[C@H]1CN(C)C	-26	3	nt	-0.5
CCCC(=O)Nc1ccc2c(c1)C(=O)N(C)[C@@H]1CC[C@@H](CC(=O)O)O[C@H]1CO2	-48	0	-4	3.6
C[C@H]1CCCCO[C@H](CN(C)C(=O)C2CCCCC2)[C@@H](C)CN([C@@H](C)CO)C(=O)c2cc(NC(=O)C3CCCCC3)ccc2O1	8	-1	-37	-2.3
O=C(NCC[C@H]1CC[C@@H](NC(=O)c2cnccn2)[C@@H](CO)O1)c1ccc2c(c1)OCO2	nt	1	5	1.9
C[C@H](CO)N1C[C@H](C)[C@H](CN(C)S(=O)(=O)c2ccc(Cl)cc2)OCCCC[C@H](C)Oc2ccc(NC(=O)c3ccccc3)cc2C1=O	103	7	-73	-2.6
CO[C@@H]1CN(C)C(=O)c2cc(NC(C)=O)ccc2OC[C@@H](C)N(Cc2ccccc2F)C[C@@H]1C	-23	nt	11	0.2

Screening results deposited in PubChem by Broad Institute.
